High-throughput results from PubChem BioAssay.
p53null 39C tox – p53 null cell cytotoxicity, nonpermissive temperature. H1299 p53-null (neo) cells, 39C, ATPlite viability, 24 h. Potency, µM (series often up to 46.1 µM), for inactives: at the top dose activity, negative = cell killing, hits mostly cytotoxic. actives 0.97% (n = 55,000);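 further: potency means the concentration at half of the fitted maximal effect; 0% = DMSO only and -100% = full killing by 100 µM tamoxifen; nearly all actives have a fitted effect of over 50% in size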
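Concentration-response (up to 46 uM) was run for 24 h at the nonpermissive 39C on H1299-p53A138V or H1299-neo cells. ATP content was measured with ATPlite luminescence. AC50 values were Hill-modeled after normalizing between DMSO and 100 uM tamoxifen killing.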
B2AR arrestin ag – beta-arrestin recruitment by human beta2-adrenergic receptor ligands. HTLA Tango cells, beta-arrestin recruitment, luciferase luminescence, 18 h. Potency, µM (highest dose often 46.1 µM), for the others: top-dose activation, hits mostly activators. 44,000 tested, under 10 active;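 further: potency means the concentration at half of the fitted maximal effect; 0% = DMSO and full agonism = EC100 isoproterenol or metaproterenol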
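Tango cells (recombinant beta2-AR, beta-arrestin, tTA-driven luciferase), 1500/well in DMEM 1% FBS, treated 18 h at 37 °C with compounds up to 46 µM; luciferin mix added, luminescence read after 15 min; %activity curves fitted and curve-classed.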
NTMT1 inhibitor – inhibitors of human N-terminal methyltransferase NTMT1. Q9BV86. NTMT1 MTase-Glo SAH luminescence, purified enzyme. Potency, µM (highest dose often 114 µM), for inactives: top-dose activity change, negative = inhibition, actives largely listed as inhibitors. actives 2.5% (n = 59,000). AID 1645870;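 further: potency means the concentration at half of the fitted maximal effect; plate controls were DMSO vehicle for no effect and no enzyme for full effect; nearly all actives have a fitted effect of over 65% in size; many of its hits are not listed in these tables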
PTAP-TSG101 blk – TSG101-PTAP interaction inhibition, HIV-1 budding; Potency, µM (doses to about 115 µM), without a hit: at the highest dose activity change, negative = inhibition, usual class: inhibitors; AID 1347069; Fluorescence polarization, FITC-PTAP peptide/Tsg101, 20 min; 44,000 tested, under 10 active; Q99816; further: potency means the concentration at half of the fitted maximal effect; 0% is about no effect
Target sequence (Q99816 whole entry, looked up): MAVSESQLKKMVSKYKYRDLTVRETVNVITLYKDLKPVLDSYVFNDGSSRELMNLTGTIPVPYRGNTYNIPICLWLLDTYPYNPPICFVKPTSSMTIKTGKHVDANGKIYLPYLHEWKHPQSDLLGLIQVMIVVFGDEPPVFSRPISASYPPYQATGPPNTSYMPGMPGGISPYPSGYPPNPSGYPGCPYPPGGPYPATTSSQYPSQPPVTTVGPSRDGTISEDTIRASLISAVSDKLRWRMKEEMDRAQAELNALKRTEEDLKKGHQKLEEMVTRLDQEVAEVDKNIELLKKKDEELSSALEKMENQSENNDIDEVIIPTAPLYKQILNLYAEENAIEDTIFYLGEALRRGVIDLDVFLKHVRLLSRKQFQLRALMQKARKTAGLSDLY
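Steps: Tsg101 binding domain (10 uM final) in HEPES pH 7.5/NaCl/Tween 20/EDTA/TCEP; add compound; add FITC-PTAP peptide (50 nM final); incubate 20 min r.t.; read polarization.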
FH mod – Identification of activators of human fumarate hydratase by quantitative high-throughput screening; Fumarate hydratase, mitochondrial (Homo sapiens), P07954; AID 1347055, 2019; actives 0.22% (n = 54,000); Potency, µM (doses to about 79.9 µM), inactives show at the top dose activity change, negative = inhibition, usual class: inhibitors; FH coupled MDH/diaphorase resazurin fluorescence, 15 min; further: potency means the concentration at half of the fitted maximal effect; on the % scale 0 is the no-effect control and ±100 the full control effect; the screen sought activators but most active calls are inhibition curves; nearly all actives have a fitted effect of over 45% in size
Target sequence (P07954 whole entry, looked up): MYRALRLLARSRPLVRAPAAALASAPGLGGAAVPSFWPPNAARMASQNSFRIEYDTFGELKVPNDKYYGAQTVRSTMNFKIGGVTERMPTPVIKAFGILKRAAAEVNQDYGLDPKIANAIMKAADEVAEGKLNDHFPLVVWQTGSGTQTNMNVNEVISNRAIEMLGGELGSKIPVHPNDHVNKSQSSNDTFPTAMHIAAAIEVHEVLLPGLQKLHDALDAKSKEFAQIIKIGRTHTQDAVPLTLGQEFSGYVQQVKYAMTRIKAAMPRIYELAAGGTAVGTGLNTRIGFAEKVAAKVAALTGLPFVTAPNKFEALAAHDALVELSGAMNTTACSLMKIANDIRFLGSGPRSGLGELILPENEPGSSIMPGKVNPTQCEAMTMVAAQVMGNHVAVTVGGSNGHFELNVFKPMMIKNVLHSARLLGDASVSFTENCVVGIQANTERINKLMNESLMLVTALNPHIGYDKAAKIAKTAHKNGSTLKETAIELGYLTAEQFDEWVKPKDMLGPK
p53null 32C kill – selectivity test: cytotoxicity in p53 null cells, permissive temperature. H1299-neo p53 null cells, ATP luminescence, 24 h, 32C. Potency, µM (highest dose often 46.1 µM), for the others: at the highest dose activity change, negative = cytotoxicity, hits mostly cytotoxic. actives 0.62% (n = 55,000);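 further: potency means the concentration at half of the fitted maximal effect; 0% = DMSO only and -100% = full killing by 100 µM tamoxifen; nearly all actives have a fitted effect of over 55% in size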
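AC50 values derive from Hill modelling of qHTS concentration-response data (up to 46 uM) in H1299-neo cells. Cells were treated 24 h at 32C following overnight attachment at 37C; viability was read as cellular ATP.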
GALK inh – inhibitors of human galactokinase (GALK); P51570; recombinant GALK, Kinase-Glo ATP luminescence, 1 h; Potency, µM (doses to about 57.5 µM), for the others: top-dose activity, negative = inhibition, usual class: inhibitors; 44,000 tested, under 10 active;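 further: plate controls were full GALK reaction for no effect and reaction lacking GALK for full effect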
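Compounds were pinned into ATP buffer, then GALK-galactose mix was added (final 5 nM enzyme, 35 uM ATP, 100 uM galactose, pH 8.0). After 1 h at room temperature, Kinase-Glo Plus was added and luminescence read.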
* = called active by the depositor; ? = inconclusive; . = no result given; [ ] = another dose, or the depositor's remark. The call rests on the fitted dose curve; in most records, active means well fitted curve in the direction sought with a large enough effect; inconclusive means small, poorly fitted or top-dose-only effect, or another doubt; inactive means no such curve, though single readings can be large; an effect the other way counts as inactive or inconclusive. This is a subset (hit frequency here may not be typical).

A first look, 10 compounds:
Values in the order: p53null 39C tox	B2AR arrestin ag	NTMT1 inhibitor	PTAP-TSG101 blk	FH mod	p53null 32C kill	GALK inh
O=C(CSCc1cnn(-c2ccccc2)c1-n1cccc1)NCc1ccccc1F
  8%	-1%	10%	1%	-12%	1%	-1%
CN1CCN(c2oc(-c3ccc(COc4ccc(Cl)cc4)o3)nc2C#N)CC1
  ?	-3%	-4%	-2%	-17%	10%	6%
Clc1ccc(-c2noc3ncnc(NCCc4ccccc4)c23)cc1
  -10%	0%	-2%	-1%	-16%	-5%	-1%
CCc1ccccc1-n1c(N)c(C(=O)OC)c2nc3ccccc3nc21
  7%	-1%	-4%	-2%	-4%	14%	-1%
COc1cc(OC)c(OC)cc1/C=C/c1nc2cc3ccccc3cc2c(=O)n1-c1ccccc1Br
  8%	3%	6%	5%	-6%	6%	-7%
CCOC(=O)c1cnc2c(C)c(Cl)ccc2c1Nc1ccc(N2CCOCC2)cc1
  17%	-1%	-3%	0%	-17%	-10%	-17%
COc1nnc(-c2ccc(N3CCCCC3)c(NC(=O)c3ccc(Cl)cc3)c2)c2ccccc12
  -16%	0%	7%	0%	1%	-5%	2%
CCc1ccc(NC(=O)c2sc(-n3nc(C)c(Cc4ccc5c(c4)OCO5)c3C)nc2C)cc1
  -2%	-1%	8%	0%	-17%	4%	-1%
CC(C)c1ccc(Nc2cc(C(=O)NCCCN(C)Cc3ccccc3)c3ccccc3n2)cc1
  4%	-3%	7%	-3%	-14%	-17%	0%
O=C(NCc1ccccc1)C1CCCN(S(=O)(=O)c2cccc3nsnc23)C1 (configuration not stated)
  -9%	1%	13%	5%	-6%	2%	7%

The whole of this part, repeating the preview:
Values in the order: p53null 39C tox	B2AR arrestin ag	NTMT1 inhibitor	PTAP-TSG101 blk	FH mod	p53null 32C kill	GALK inh
O=C(CSCc1cnn(-c2ccccc2)c1-n1cccc1)NCc1ccccc1F
  8%	-1%	10%	1%	-12%	1%	-1%
CN1CCN(c2oc(-c3ccc(COc4ccc(Cl)cc4)o3)nc2C#N)CC1
  ?	-3%	-4%	-2%	-17%	10%	6%
Clc1ccc(-c2noc3ncnc(NCCc4ccccc4)c23)cc1
  -10%	0%	-2%	-1%	-16%	-5%	-1%
CCc1ccccc1-n1c(N)c(C(=O)OC)c2nc3ccccc3nc21
  7%	-1%	-4%	-2%	-4%	14%	-1%
COc1cc(OC)c(OC)cc1/C=C/c1nc2cc3ccccc3cc2c(=O)n1-c1ccccc1Br
  8%	3%	6%	5%	-6%	6%	-7%
CCOC(=O)c1cnc2c(C)c(Cl)ccc2c1Nc1ccc(N2CCOCC2)cc1
  17%	-1%	-3%	0%	-17%	-10%	-17%
COc1nnc(-c2ccc(N3CCCCC3)c(NC(=O)c3ccc(Cl)cc3)c2)c2ccccc12
  -16%	0%	7%	0%	1%	-5%	2%
CCc1ccc(NC(=O)c2sc(-n3nc(C)c(Cc4ccc5c(c4)OCO5)c3C)nc2C)cc1
  -2%	-1%	8%	0%	-17%	4%	-1%
CC(C)c1ccc(Nc2cc(C(=O)NCCCN(C)Cc3ccccc3)c3ccccc3n2)cc1
  4%	-3%	7%	-3%	-14%	-17%	0%
O=C(NCc1ccccc1)C1CCCN(S(=O)(=O)c2cccc3nsnc23)C1 (configuration not stated)
  -9%	1%	13%	5%	-6%	2%	7%
Cc1cccc(NC(=O)C2CCCN2S(=O)(=O)c2ccc3nc(-c4ccccc4)[nH]c3c2)c1 (configuration not stated)
  -39%	4%	?	-6%	-27%	2%	-10%
CCCNC(=O)Cn1c(=O)n(CC2CCC(C(=O)NC)CC2)c(=O)c2sccc21 (configuration not stated)
  1%	0%	36%[activator]	-6%	5%	-4%	5%
Cc1ccc(CN2CCSc3ccc(C(=O)N4CCN(c5cc(C)ccc5C)CC4)cc32)cc1
  0%	1%	15%	0%	-25%	2%	5%
CCc1cccc(NC(=O)c2ccc3c(c2)N(Cc2cccc(Cl)c2)C(=O)c2ccccc2S3=O)c1 (configuration not stated)
  -9%	-1%	-1%	-1%	?	14%	0%
CCOc1ccccc1-c1noc(CSc2nnc(-c3ccccc3)n2-c2cccc(C)c2)n1
  39%[activator]	1%	9%	1%	?	29%	-3%
COc1ccc2c(c1)cc1c(=O)n(CC(=O)NC(C)C)nc(C)n12
  -9%	0%	.	-2%	.	?	12%
CCC(=O)NCCc1nc2cc(NC(=O)c3cccc(Br)c3)ccc2n1C
  10µM*	3%	-25%	-1%	4%	13µM*	0%
Cc1ccccc1Cn1c(=O)n(Cc2ccco2)c(=O)c2sc3ccccc3c21
  10%	-2%	2%	0%	-9%	?	6%
Cc1cc(C)c(S(=O)(=O)NCC(c2ccco2)S(=O)(=O)c2cccs2)c(C)c1 (configuration not stated)
  3%	-2%	3%	-1%	-11%	11%	1%
Cc1ccc(S(=O)(=O)c2c(Nc3ccc(C)c(C)c3)sc(C(=O)c3ccc4c(c3)OCO4)c2N)cc1
  3%	1%	8%	-3%	1%	4%	-3%
Cc1ccc(C(=O)Nc2ccccc2F)cc1S(=O)(=O)N1CCOCC1
  -16%	0%	-9%	0%	-1%	-7%	-22%
COc1ccc(NC(=O)C2CCCN(S(=O)(=O)c3ccc4c(c3)CCCC(=O)N4)C2)cc1OC (configuration not stated)
  4%	1%	-6%	-9%	-5%	3%	3%
O=C(Cn1c(=O)c2ccccc2n(CC(=O)Nc2ccc(F)cc2F)c1=O)NCCc1ccccc1
  -4%	-1%	0%	27%	-2%	-5%	-8%
COc1cccc(-c2cc(C(=O)NCc3ccccc3)[nH]n2)c1
  6%	4%	-12%	-1%	-6%	-12%	1%
O=C(CSCc1ccc(F)cc1)NCc1ccc(F)cc1
  15%	3%	-2%	-6%	-5%	4%	-8%
COc1ccc(C2c3cc(OC)c(OC)cc3CC(=O)N2c2cccc(C#N)c2)cc1 (configuration not stated)
  -11%	0%	.	-7%	.	-1%	0%
Cc1cccc(N(CC(=O)NCCSc2ccc(Cl)cc2)S(C)(=O)=O)c1C
  0%	1%	20%	0%	-12%	15%	0%
CCc1ccc(OC(C)C(=O)Nc2c(C(=O)c3ccccc3)oc3ccccc23)cc1 (configuration not stated)
  -15%	0%	7%	5%	-14%	-4%	2%
CCN(CC)C(=O)Cn1ncc2c([nH]c3ccccc32)c1=O
  -6%	-1%	-9%	-2%	-27%	1%	1%
Cc1ccc(NC(=O)CN2C(=O)COc3ccc(S(=O)(=O)N4CCCCCC4)cc32)c(C)c1
  -21%	0%	10%	3%	6%	-1%	0%
CCOc1cc(CNC(=O)CCCn2c(=O)c3cccn3c3cccnc32)cc(OCC)c1OCC
  -22%	-1%	5%	0%	-2%	13%	-1%
COc1ccc(CCNc2nc(SCc3cccc(F)c3)nc3ccccc23)cc1OC
  -1%	-2%	3%	-2%	-4%	-8%	-4%
Cc1ccccc1-c1nc(SCC(=O)NCC2CCCO2)c2c(=O)n(C)c(=O)n(C)c2n1 (configuration not stated)
  -3%	0%	4%	-1%	0%	5%	4%
COc1ccc(-c2c(C)nn3c(-c4ccccc4)cc(-c4ccccc4)nc23)cc1OC
  -4%	1%	10%	-6%	0%	-7%[9.22 µM]	2%
Cc1cc(C)c2oc(-c3cc(NC(=O)Cc4ccccc4)ccc3Cl)nc2c1
  -12%	-2%	.	-2%	.	-4%	-1%
COc1ccc(-c2noc(Cn3c(=O)c4ccccc4n(CC(=O)Nc4cccc(OC)c4)c3=O)n2)cc1
  -8%	-1%	-9%	2%	-14%	-10%	2%
Cc1nc2ccc(S(=O)(=O)N(C)CC(=O)Nc3ccc(C(C)C)cc3)cc2s1
  -5%	-3%	-5%	-1%	-13%	-1%	4%
CCCCCNC(=O)c1ccc2c(=O)n(CCc3ccccc3)c(=O)[nH]c2c1
  -7%	1%	1%	2%	-12%	-3%	6%
Cc1cncn1CCc1nc2c3ccccc3nc(SCC(=O)Nc3ccc(F)cc3)n2n1
  -2%	-1%	2%	-1%	-20%	-2%	1%
CCc1ccccc1Nc1nn2c(=O)c3ccc(C(=O)NC(C)c4ccccc4)cc3nc2s1 (configuration not stated)
  5%	-1%	-2%	-9%	-10%	15%	1%
O=C(C1CCN(S(=O)(=O)Cc2ccccc2)CC1)N1CCN(c2cccc(C(F)(F)F)c2)CC1
  26%	-3%	.	-2%	.	-1%	-1%
O=C(CCN1CCN(CCO)CC1)Nc1ccc(Br)cc1
  -3%	-1%	.	-1%	.	2%	3%
CCOC(=O)c1c(C)[nH]c(C)c1S(=O)(=O)NCC(=O)Nc1ccc(C)cc1C
  -12%	0%	3%	1%	1%	-6%	-1%
O=C(CN1C(=O)CC(c2ccco2)Sc2ccccc21)Nc1cccc(C(F)(F)F)c1 (configuration not stated)
  2%	0%	-3%	-7%	?	34%[activator]	0%
CCOC(=O)c1[nH]c(C)c(CCC(=O)Nc2ccc(C(C)=O)cc2)c1C
  5%	1%	4%	0%	-3%	1%	3%
COc1cc(OC)cc(C(=O)Nc2ccc3c(c2)N(C2CCCC2)C(=O)c2ccccc2S3)c1
  22%	-1%	2%	-2%	-14%	-15%	0%
CCN(CCCNC(=O)c1cc(Nc2ccc(OC)cc2)nc2ccccc12)c1cccc(C)c1
  -6%	1%	8%	-6%	-6%	5%	-2%
O=C(Nc1cccc(Cl)c1Cl)c1cc(S(=O)(=O)N2CCCCC2)ccc1F
  -10%	-1%	13%	-1%	4%	-10%	0%
COc1ccc(S(=O)(=O)NCCc2cn3ccsc3n2)cc1
  14%	-1%	-3%	2%	5%	-4%	0%
Cc1cccc(CC(=O)Nc2c(C(=O)Nc3cccc(F)c3)oc3ccccc23)c1
  -15%	0%	4%	-7%	-5%	-6%	5%
COC(=O)COc1ccc2oc(-c3ccc(OC)cc3)cc(=O)c2c1
  -5%	-2%	10%	2%	-6%	1%	?
Cc1cccc(CNC(=O)CCn2c(=O)c3cccn3c3ccc(F)cc32)c1
  49%[activator]	0%	-9%	3%	-7%	7%	3%
COc1ccc(S(=O)(=O)N2CCN(Cc3nc4ccc(C)cc4o3)CC2)cc1
  -6%	0%	-12%	-1%	-11%	-9%	-2%
CCc1nc2ccccc2n1CCCCOc1ccccc1C
  -10%	-4%	5%	-4%	-22%	19%	8%
O=C(NCc1ccccc1)C(=O)Nc1ccc2nc3n(c(=O)c2c1)CCCCC3
  -10%	-3%	4%	3%	-6%	14%	-12%
